Screens: PubChem BioAssay, several laboratories
AID2073: inhibitors of Mint1-CaV2.2 protein interaction, biochemical, HTRF (AID 2073); Voltage-dependent N-type calcium channel subunit alpha-1B (Homo sapiens); HTRF protein-protein interaction, Mint1-CaV2.2; higher % means a stronger effect; inhibition, % at 20 µM; hits with a dose series show IC50 in µM; 0.19% of 290,000 active; in the data active means inhibition mostly above about 51%, no sharp cut-off; inconclusive means no clear call, values can overlap the other calls; inactive means mostly below about 53%; further: some results filed as inactive read as strong as hits
PMI inhibitors: inhibitors of human PMI, primary screen, biochemical, fluorescence intensity, coupled assay (AID 1209); Mannose-6-phosphate isomerase (Homo sapiens); purified PMI enzyme, coupled fluorescence intensity; higher % means a stronger effect; inhibition, % at 20 µM; hits with a dose series show IC50 in µM; 0.42% of 190,000 active;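 further: plate controls were DMSO vehicle for no effect and wells lacking substrate for full effect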
XIAP antagonists: XIAP antagonists, biochemical, IAP family, fluorescence polarization (AID 1018); 0.007% of 200,000 active; one-dose displacement, % at 20 µM; IC50 in µM for titrated hits; XIAP BIR domain, fluorescence polarization peptide displacement; higher % means a stronger effect; E3 ubiquitin-protein ligase XIAP (Homo sapiens); in the data active means displacement above about 50%; further: a part of the inactive calls stands beside numbers as strong as those of hits
LYP phosphatase: inhibitors of LYP phosphatase, biochemical, fluorescence intensity, uHTS (AID 1779); 0.054% of 290,000 active; Tyrosine-protein phosphatase non-receptor type 22 (Homo sapiens); recombinant LYP phosphatase, fluorescence intensity; higher % means a stronger effect; inhibition, % at 11.5 µM; hits with a dose series show IC50 in µM;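 further: plate controls were vehicle with enzyme for no effect and no enzyme for full effect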
PMI inhibition: human PMI inhibitors, high substrate, primary screen, biochemical, fluorescence intensity, high mannose 6-phosphate (AID 1220). recombinant PMI enzyme, coupled fluorescence intensity; higher % means a stronger effect. 0.66% of 190,000 active. one-dose inhibition, % at 20 µM; IC50 in µM for titrated hits. Mannose-6-phosphate isomerase (Homo sapiens)
M17LAP inhibition: P. falciparum M17LAP inhibitors, primary screen, biochemical, fluorogenic H-Leu-NHMec substrate, 1536-well (AID 1619). 0.38% of 220,000 active. recombinant M17LAP, H-Leu-NHMec fluorogenic kinetic assay; higher % means a stronger effect. one-dose inhibition, % at 30 µM; IC50 in µM for titrated hits. Leucine aminopeptidase (Plasmodium falciparum (isolate 3D7));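 active means compound inhibiting the enzyme by more than half at any dose during confirmatory dose-response retesting; inconclusive means strong single-dose inhibitors picked by rank but not retested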;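 further: plate controls were full reaction with DMSO carrier for no effect and no enzyme background for full effect; strong numbers were not always called active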
P. falciparum M1AAP: P. falciparum M1AAP inhibitors, biochemical, fluorogenic H-Leu-NHMec substrate, 1536-well (AID 1445); recombinant M1AAP, H-Leu-NHMec fluorogenic kinetic assay; higher % means a stronger effect; inhibition, % at 30 µM, or IC50 in µM where a hit was titrated; 0.42% of 220,000 active;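 active means primary inhibition above the hit cutoff, then over 50% inhibition at one or more dose response concentrations, cut at about 23% in these data, passing the limit was not always enough; inconclusive means conflicting primary data, or primary hits not chosen for dose response; inactive means low primary inhibition, or under 50% at every dose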;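 further: plate controls were DMSO full reaction for no effect and no enzyme background for full effect; strong numbers were not always called active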
SIAH1 antagonists: Siah-1 peptide-binding antagonists, primary screen, biochemical, fluorescence polarization, rhodamine-plectin, uHTS (AID 1817); E3 ubiquitin-protein ligase SIAH1 (Homo sapiens); Siah-1 / rhodamine-plectin peptide fluorescence polarization; higher % means a stronger effect; displacement, % at 20 µM, or IC50 in µM where a hit was titrated; 0.02% of 290,000 active;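 active means displacement of at least 50% at 20 µM, with a fluorescence ratio check between 0.3 and a set limit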;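 further: plate controls were Siah plus tracer with DMSO for no effect and tracer alone without Siah for full effect; strong numbers were not always called active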
Dynein transport: inhibitors of GR-EGFP nuclear translocation, primary screen, dynein cargo transport inhibitor project, imaging, high-content, 3617.4 mouse cells; 0.47% of 220,000 active; test concentration mostly 20 µM; stimulated with dexamethasone, 1 µM; hits give low values; z-score, hits read low;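 active means plate z-score of nuclear minus cytoplasmic receptor signal below a set negative limit, without overly bright fluorescence or cell loss, cut at about -3.5 in these data, passing the limit was not always enough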;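 further: z-score of nuclear minus cytoplasmic ring GR-EGFP intensity difference per well; some compounds called inactive have numbers as strong as hits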
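Schedule: 48 h induction, then 1 h compound, then 30 min agonist, 37 °C. Buffer or medium: tetracycline-free induction medium containing charcoal-stripped FBS. Reagent: 1.0 µM final dexamethasone stimulus. Evaluation: nuclear versus cytoplasmic GR-EGFP signal, averaged per well. Signal: high-content fluorescence imaging after fixation.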
Dynein transport cytoplasmic EGFP: further read-out of Dynein transport, marked with its call; z-score; measured here: cytoplasmic GR-EGFP intensity; hits give high values
Dynein transport nuclear GR-EGFP: second read-out of Dynein transport, no call of its own (marks repeat the call); z-score; measured here: nuclear GR-EGFP intensity;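 lower value marks the stronger effect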
Dynein transport cell count: recorded beside Dynein transport, whose call it bears; z-score; measured here: cell count per field
Numbers without * were called inactive; u = inconclusive; x = no result given. Unless noted, no stated cut-off is given here; in the data, active means inhibition above about 50%; inactive means the rest.

SMILES	AID2073	PMI inhibitors	XIAP antagonists	LYP phosphatase	PMI inhibition	M17LAP inhibition	P. falciparum M1AAP	SIAH1 antagonists	Dynein transport	Dynein transport cytoplasmic EGFP	Dynein transport nuclear GR-EGFP	Dynein transport cell count
CC(C)N(Cc1ccccc1)C(=S)NC1CCCCC1	-12%	5%	-5.8%	-4%	3%	-7%	-6%	4%	-0.6	-0.3	0.054	-0.23
COc1ccc(CCNC(=O)C(=O)NCc2ccccc2C)cc1OC	28%	-4%	-0.8%	-4%	-5%	-2%	-2%	-2%	1.1	-0.16	1.3	-1.1
CC(=O)NC(C)c1nc2ccccc2n1Cc1ccccc1F (stereo unspecified)	3%	-5%	1.4%	-7%	-6%	4%	10%	15%	0.32	-0.21	0.54	-0.011
Cn1cccc1/C=N/NC(=O)c1ccn[nH]1	-4%	11%	-0.7%	-8%	8%	14%	12%	0%	-0.3	-0.22	-0.1	-0.43
O=C(CSc1nc2ncc(Cl)cc2[nH]1)NCCc1ccc(F)cc1	-6%	-15%	-3.2%	-3%	-6%	4%	4%	1%	0.12	-0.24	0.05	0.24
C=CCOc1ccc(/C=N/NC(=O)C(C)Sc2ccccn2)cc1OC (stereo unspecified)	-1%	18%	-1.5%	0%	14%	5%	4%	3%	1.1	0.12	1.1	-2
CC(=O)Nc1ccc(NC(=O)C(OC(=O)c2ccccc2)C(OC(=O)c2ccccc2)C(=O)O)cc1 (stereo unspecified)	3%	-4%	-3.6%	-4%	9%	18%	4%	-5%	0.037	-0.34	0.38	-0.21
CCN1CCCC1CNC(=O)c1cc2c(C)nc3ccccc3c2o1 (stereo unspecified)	5%	-2%	-4.2%	-2%	-10%	1%	-1%	-2%	0.7	-0.25	0.92	-1.1
Cc1ccc(-n2nnc(-c3cc4ccccc4n3C)n2)cc1	6%	-1%	-8.5%	-6%	-5%	0%	0%	2%	0.71	-0.22	0.86	-1.3
CC1=NOC2(C1)/C(=N/O)CCC/C2=N\O (stereo unspecified)	-5%	-12%	-1.4%	-4%	-2%	-1%	0%	-2%	3.2	-0.16	1.5	-1.1
O=C(/C=C/c1ccc(Cl)cc1Cl)NC(=S)Nc1ccc(CN2CCOCC2)cc1	9%	3%	-6.1%	3%	-8%	-13%	6%	-6%	-0.81	-0.25	-0.14	1.9
O=C(COc1cccnc1[N+](=O)[O-])N1CCN(S(=O)(=O)c2ccccc2)CC1	0%	13%	-9.3%	-3%	6%	5%	-1%	-5%	0.15	-0.25	0.15	0.7
O=Cc1cn(CC(=O)NCC2CCCO2)c2ccccc12 (stereo unspecified)	15%	-7%	-4.3%	-1%	-8%	9%	-1%	-1%	-1.1	-0.25	-0.79	1.6
Cc1ccccc1CC1(CO)CCCN(C(=O)CCC(=O)c2ccccc2)C1 (stereo unspecified)	-10%	9%	-1.3%	-6%	11%	-2%	1%	7%	-0.79	-0.13	-0.27	2
Cc1cccc(NC(=O)c2cc(=O)c3ccccc3o2)n1	-4%	0%	-4.6%	4%	0%	6%	9%	2%	0.98	-0.14	-0.019	-1.5
CCc1ccc(NC(=O)c2cc(C)on2)cc1	u	6%	-6.9%	-6%	2%	-5%	12%	1%	-0.45	-0.047	-0.18	0.6
COC(=O)c1cccc(NC(=O)C(C)N2C(=O)c3ccccc3C2=O)c1 (stereo unspecified)	-23%	10%	2.3%	-2%	5%	-3%	2%	-2%	2.6	-0.45	1	-1.1
COc1ccc(O)c(-c2[nH]ncc2C(=O)c2ccccc2)c1	4%	2%	-1.5%	-2%	4%	42%	9%	-2%	-0.34	-0.14	-0.089	-0.17
CCCCC(=O)N(CCOC)c1nnc(-c2ccccc2C)s1	-12%	5%	-6.7%	-4%	6%	-4%	-5%	0%	-1.7	-0.36	-0.85	1.5
COc1ccc2cc(CN(CC3CCCO3)S(=O)(=O)c3ccccc3)c(=O)[nH]c2c1 (stereo unspecified)	-9%	1%	-10%	-2%	-6%	4%	-2%	4%	1.2	0.25	1.4	-1.5
CCCc1nc2sc3ccccc3c(=O)c2c(=O)n1CCOC	-9%	-3%	-4.6%	-5%	-7%	-6%	0%	5%	-0.64	-0.18	-0.95	-0.37
CN(CCc1ccccn1)C(=O)CCC1CCCN(C(=O)c2ccccn2)C1 (stereo unspecified)	-9%	-1%	-4.5%	-8%	-6%	x	x	9%	0.014	-0.34	0.41	0.38
O=C(Oc1ccccc1C(=O)Nc1ccccc1)c1ccccc1Br	-3%	10%	-5.1%	-3%	9%	7%	7%	-1%	-0.52	-0.33	-0.63	0.88
O=C(CSc1ccc(C(F)(F)F)cc1[N+](=O)[O-])Nc1ccccc1	-12%	8%	-4.4%	-13%	-3%	9%	0%	-2%	1.2	0.52	0.32	-0.76
Cc1ccc(CSc2nc3ccccc3c(=O)n2CCCC(=O)NCc2ccco2)cc1	3%	5%	-2.6%	8%	-4%	2%	6%	-1%	-1.4	-0.21	-1.2	0.8
Cc1cc(C)n(-c2nc3c(c(=O)[nH]c(=O)n3C)n2CCc2ccccc2)n1	22%	11%	-6.1%	-2%	10%	-4%	10%	2%	0.15	-0.25	0.31	-0.66
Cc1ccc(O)c(C2=NCCNC(C(F)(F)C(F)F)=C2)c1	-8%	2%	-4.5%	-5%	-3%	25%	12%	0%	-0.21	1.8	0.37	0.47
Cc1cc2cc(CN(CCCN3CCOCC3)C(=O)NC3CCCCC3)c(=O)[nH]c2cc1C	0%	3%	-4.5%	5%	4%	1%	8%	4%	-0.62	-0.22	-0.11	0.049
CCCCc1ccc(C(=O)NC(C(=O)O)C(C)C)cc1 (stereo unspecified)	-4%	6%	0.5%	-2%	5%	4.7µM*	3%	3%	-0.57	-0.26	0.038	0.083
COCC(C)Nc1ccc(S(=O)(=O)N2CCCC2)cc1[N+](=O)[O-] (stereo unspecified)	-13%	-17%	0.6%	-5%	-12%	7%	6%	0%	-0.5	-0.28	-0.21	0.71
O=C(CN1CCN(C2CCCCC2)CC1)Nc1ccccc1N1CCCCC1	-2%	7%	-5.3%	1%	-9%	-2%	0%	11%	-0.54	-0.2	0.04	0.93
COC(=O)c1ccc(C(=O)OC)c(NC(=S)N2CCCCC2)c1	9%	2%	-2.6%	-7%	-7%	-172%	-1%	-3%	0.8	-0.13	0.79	1.1
O=C(Nc1nc(-c2ccc(-c3ccccc3)cc2)cs1)C1=COCCO1	u	3%	-6.2%	4%	-7%	10%	3%	25%	-1.1	-0.22	-0.74	0.21
CSc1nc(Cl)cc(Nc2ccc(O)cc2)n1	2%	-8%	-7.0%	-5%	-8%	0%	2%	6%	-0.22	2.2	0.19	-0.039
Cc1sc2ncn(CC(=O)NCC(=O)N(C)Cc3ccccc3)c(=O)c2c1C	-3%	-3%	-4.7%	-3%	-3%	-5%	0%	-2%	0.43	-0.14	1.1	-0.011
Nc1cc(=O)[nH]c(SCc2cccc(Cl)c2)n1	0%	-1%	-0.9%	-1%	-1%	1%	21%	1%	-0.24	-0.22	-0.09	0.29
CCOC(=O)c1sc2nc(C)[nH]c(=S)c2c1C	8%	-22%	-5.9%	-5%	-7%	11%	7%	2%	-1.3	-0.29	-0.62	1
Cc1sc2ncn(CC(=O)NCCCC(=O)N3CCN(c4ncccn4)CC3)c(=O)c2c1C	7%	1%	-4.6%	-8%	1%	6%	12%	-4%	1.8	0.05	2	-2.6
CSc1ccccc1NC(=S)N/N=C/c1cccn1Cc1cccc(C)c1	-16%	-4%	-7.7%	4%	-6%	0%	5%	-7%	0.4	-0.23	0.33	-0.39
CCCNC(=O)C1CCN(c2ccc(S(=O)(=O)N3CCOCC3)cc2Cl)CC1	19%	-9%	-3.6%	-7%	-7%	-6%	-1%	6%	-0.57	-0.27	-0.75	-0.11
Cc1ccc(-c2noc(CSc3nnc(Cc4cccs4)n3-c3ccccc3)n2)cc1	1%	24%	-5.5%	6%	25%	1%	2%	0%	-0.72	-0.18	-0.34	0.0077
CCOC(=O)c1c(NC(=O)C2(C)Cc3ccccc3C(=O)O2)sc2c1CCCC2 (stereo unspecified)	-18%	20%	-9.7%	-6%	12%	3%	-3%	0%	-0.52	-0.24	-0.5	-0.062

A different layout for some results above.
canonical_smiles | AID2073 | PMI inhibitors | XIAP antagonists | LYP phosphatase | PMI inhibition | M17LAP inhibition | P. falciparum M1AAP | SIAH1 antagonists | Dynein transport | Dynein transport cytoplasmic EGFP | Dynein transport nuclear GR-EGFP | Dynein transport cell count
Nc1cc(=O)[nH]c(SCc2cccc(Cl)c2)n1 | 0% | -1% | -0.9% | -1% | -1% | 1% | 21% | 1% | -0.24 | -0.22 | -0.09 | 0.29
CCOC(=O)c1sc2nc(C)[nH]c(=S)c2c1C | 8% | -22% | -5.9% | -5% | -7% | 11% | 7% | 2% | -1.3 | -0.29 | -0.62 | 1
Cc1sc2ncn(CC(=O)NCCCC(=O)N3CCN(c4ncccn4)CC3)c(=O)c2c1C | 7% | 1% | -4.6% | -8% | 1% | 6% | 12% | -4% | 1.8 | 0.05 | 2 | -2.6
CSc1ccccc1NC(=S)N/N=C/c1cccn1Cc1cccc(C)c1 | -16% | -4% | -7.7% | 4% | -6% | 0% | 5% | -7% | 0.4 | -0.23 | 0.33 | -0.39
CCCNC(=O)C1CCN(c2ccc(S(=O)(=O)N3CCOCC3)cc2Cl)CC1 | 19% | -9% | -3.6% | -7% | -7% | -6% | -1% | 6% | -0.57 | -0.27 | -0.75 | -0.11
Cc1ccc(-c2noc(CSc3nnc(Cc4cccs4)n3-c3ccccc3)n2)cc1 | 1% | 24% | -5.5% | 6% | 25% | 1% | 2% | 0% | -0.72 | -0.18 | -0.34 | 0.0077
CCOC(=O)c1c(NC(=O)C2(C)Cc3ccccc3C(=O)O2)sc2c1CCCC2 (stereo unspecified) | -18% | 20% | -9.7% | -6% | 12% | 3% | -3% | 0% | -0.52 | -0.24 | -0.5 | -0.062
